Bioassay records from PubChem.
mHTT CaM bind – mHTT-calmodulin interaction abrogation; P42858; AlphaScreen His-mHTT/GST-CaM binding, luminescence; inhibition, % at 15 µM; 190,000 compounds, 3.6% hits; AID 1671202;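 further: 0% = both proteins with DMSO and 100% = one protein alone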
Pf apPOL block – Pf-apPOL DNA polymerase inhibition; 210,000 compounds, 0.25% hits; inhibition, % at 10 µM; Recombinant Pf-apPOL, molecular beacon fluorescence, 1.5 h
Numbers without * were called inactive; i = inactive; . = not tested or not shown; & = joins results of further samples. No stated cut-off is given here; in the data, active means inhibition above about 50%; inactive means the rest.

SMILES | mHTT CaM bind | Pf apPOL block
CC(=O)N(c1ccc(Cl)cc1)c1c[nH]c2ccccc12 | 12 | -16
O=C1NC2(CCN(Cc3cccc(F)c3)CC2)N=C1c1ccc(Cl)cc1 | 2 | 3
O=S(=O)(c1ccc(Cl)cc1)N1CCN(c2cccc(Cl)c2)CC1 | -11 | -5
COc1ccc(CCS(=O)(=O)N(Cc2cccs2)Cc2cccn2C)cc1 | -10 | -8
CCCNC(=O)C1COC2(CCC(C)CC2)N1C(=O)c1ccccc1 (configuration not stated) | -4 | -4
C=CCn1c(=N)c(S(=O)(=O)c2ccc(Cl)cc2)cc2c(=O)n3cccc(C)c3nc21 | -5 | -1
O=C(C1CC1)N1CCc2cc(Br)cc(S(=O)(=O)Nc3ccccc3Cl)c21 | 7 | 2
CCOC(=O)/C=C/c1ccc(C(F)(F)F)cc1S(=O)(=O)NC(C)(C)C | 38 | -1
COc1ccc(C(O)=Cc2nc3ccc([N+](=O)[O-])cc3oc2=O)cc1OC | 15 | -10
COc1cc(-c2ccc(NS(C)(=O)=O)c(OC)c2)ccc1NS(C)(=O)=O | 10 | 4
Cc1cccc(OCC(=O)Nc2cc(-c3nc4ncccc4o3)ccc2C)c1 | -2&3 | -2&0
CCc1noc(-c2cccnc2N2CCCN(C(=O)c3cccc(OC)c3)CC2)n1 | -2 | -2
Cc1ccc(-c2nnc(SCC(=O)c3ccc([N+](=O)[O-])cc3)o2)cc1 | -1 | 4
CCCCOc1ccc(S(=O)(=O)n2nnc3ccccc32)cc1 | -8 | -4
CC(C)CNC(=O)C1CC(=O)N(c2ccccc2)C1 (configuration not stated) | -7 | 0
Cn1nc(COCc2ccccc2F)c2c1CCN(C(=O)c1ccccc1)C2 | 7 | -4
Cc1ccc(C(=O)N2CCc3cn(C)c4cccc(c34)C2)cc1F | 39 | -2
COCCCn1c(C23CC4CC(CC(C4)C2)C3)cn2c3c(=O)n(C)c(=O)n(C)c3nc12 | -5&-4 | 0
CC(C)(C)C(=O)N1CCC2(CC1)CC(=O)c1ccccc1O2 | -4 | -2
Cc1sc(N)c(C(=O)c2cccs2)c1C | . | -4
COc1ccc(N2C(=O)CCC2(C)C(=O)NCCC(C)C)c(OC)c1 (configuration not stated) | -8 | 2
COc1ccc(OCCCC(=O)Nc2ccc([N+](=O)[O-])cc2Br)cc1 | 0 | -11
Cc1ccc(N2CCN(C(=O)CCN3C(=O)c4ccccc4C3=O)CC2)cc1 | -4 | -4
Cc1ccc(N2CCCN(Cc3cccc(F)c3)C2=O)c(NC(=O)C2CC2)c1 | -2 | -3
O=C(c1ccccc1CN1C(=O)C2CCCN2C(=O)c2ccccc21)N1CCCCCC1 (configuration not stated) | -9 | -6
CCCc1noc(-c2cccnc2N2CCCN(Cc3cccc(Cl)c3)CC2)n1 | -52 | 1
O=[N+]([O-])c1cc2c(cc1C=Nc1ccccc1C(F)(F)F)OCO2 | 32 | 3
Cc1nn(-c2nc3ccccc3[nH]2)c2c1C(=O)CC(C=Cc1ccccc1)C2 (configuration not stated) | 9 | -7
CN(C)CC#CCC1(O)c2ccccc2-c2ccccc21 | 3 | -5
COc1ccc(Cl)cc1N1CCN(C(=O)NC(C)(C)C)C(C)C1=O (configuration not stated) | 9 | -2
O=S1(=O)c2ccc(N3CCN(Cc4ccccc4F)CC3)cc2Oc2ccccc2CN1Cc1cn(Cc2cccc(C(F)(F)F)c2)nn1 | 8 | 0
O=[N+]([O-])c1ccc(S(=O)(=O)NCc2ccc3c(c2)OCO3)cc1 | 4 | -7
COc1ccc(CCC(=O)NCCC2CCN(C(=O)Nc3ccccc3)CC2)cc1 | 7 | -4
CCOC(=Nc1ccc(OC(F)(F)F)cc1)SCC(=O)C(C)(C)C | . | -8
NC(=S)c1cc(-c2ccccc2)c(C(F)(F)F)s1 | . | 3
Cc1ccc(N=C2NC(=O)S/C2=C\c2ccccc2)cc1 | 2 | -1
COc1ccc(-c2nnc(N3CCC(C(=O)N4CCN(c5ccccc5)CC4)CC3)o2)cc1 | 13 | 0
O=S(=O)(c1ccc(-c2cnco2)cc1)N1CCCC1c1ccc(F)cc1 (configuration not stated) | . | -14
COc1ccc(C(=O)Nc2cc(S(=O)(=O)c3ccccc3)c(O)c(C)c2C)cc1 | 4 | -3
N#Cc1cnc2ccc(F)cc2c1N1CCC(C(=O)Nc2ccc(F)cc2)CC1 | -4 | 1
CC(C)C[C@H]1C(=O)N2CCC[C@H]2[C@]2(O)O[C@](NC(=O)[C@@H]3C=C4c5cccc6[nH]c(Br)c(c56)C[C@H]4N(C)C3)(C(C)C)C(=O)N12 | . | 15
CCn1c(/C=C/c2c[nH]c3ccccc23)nc2ccc(I)cc2c1=O | 1 | -8
O=C(Cc1ccccc1)NCCC12CC3CC(CC(C3)C1)C2 | -9 | -11
CCOC(=O)c1ccccc1NC(=O)CSc1nnc2ccc(-c3cccnc3)nn12 | -17 | -6
CC(C)C[C@H](CO)NS(=O)(=O)c1cccc(Cl)c1F | -1 | -5
Brc1ccc(C2N(c3ccccc3)CCN2c2ccccc2)s1 | -10 | .
CC(C)NC(=O)c1ccn2c(-c3ccc(Cl)cc3)nnc2c1 | 4 | -7
CCSc1nnc2c(n1)OC(c1ccc(OC)cc1)N(C(C)=O)c1ccccc1-2 (configuration not stated) | 38 | -3
Cc1nccn1Cc1nc(-c2ccccc2F)no1 | -1 | 0
CNC(=O)C1CC(=O)N(c2ccccc2C)C1 (configuration not stated) | 1 | 1
NC(=O)C1CCN(C(=O)C2CC(c3ccc(Cl)cc3)=NO2)CC1 (configuration not stated) | -10 | 0
CCCCOc1ccc(C(=O)NCCC2(O)CCOC(C)(C)C2)cc1 (configuration not stated) | 3 | -2
CC(N)=NCCc1ccncc1 | . | 0
CCCn1ccc2oc(C)c(C(=O)N3CCN(c4cccc(C)c4)CC3)c2c1=O | 67* | 0
CCOC(=O)N1CCN(C(c2ccco2)c2sc3nc(CC)nn3c2O)CC1 (configuration not stated) | -16 | -7
CCC(C)NC(=O)c1c(Cl)nc(C)c(Cl)c1C (configuration not stated) | 6 | -2
CCc1ccccc1NC(=O)CC1Sc2ccc(C(F)(F)F)cc2NC1=O (configuration not stated) | -6 | -6
CCc1ccc(C(=O)N2CCc3c(c(-c4nc(-c5ccccc5)no4)nn3C)C2)cc1 | 3 | -3
CCn1c(C2CCN(C(=O)NCc3cccc(F)c3)C2)nc2cccnc21 (configuration not stated) | 2 | -3
CC1CCCCN1Cc1c(O)ccc2c1OC(=Cc1ccc3c(c1)OCO3)C2=O (configuration not stated) | 29 | -10

Going on with the list.
SMILES | mHTT CaM bind | Pf apPOL block
CN1C(=O)c2ccc(NC(=O)c3ccc(Br)o3)cc2C1=O | 2 | -11
O=C1c2ccccc2C(=O)N1CN(C(=O)C(F)(F)F)c1ccccc1 | -3 | 1
CCC(=O)Nc1ccc(OC)cc1OC | 0 | 0
COc1ccccc1N1CCN(C(=O)c2ccco2)CC1 | -6 | -8
NS(=O)(=O)c1ccc2c(c1)Cc1ccccc1-2 | -2 | .
O=C(Nc1ccc(N2CCCN(Cc3ccc(F)c(F)c3)C2=O)cc1)C1CC1 | 9 | 4
Cn1c(=O)sn(-c2ccccc2)c1=O | . | 16
CC12CC(NC(=O)N1c1cccc(Br)c1)c1cc(Cl)ccc1O2 (configuration not stated) | 4 | -3
CCC(=O)Nc1ccc(NC(=O)COc2ccccc2)cc1 | -6 | 5
CCCn1c(C2CCN(S(=O)(=O)Cc3ccc(Cl)cc3)C2)nc2cccnc21 (configuration not stated) | 13 | -7
Cc1ccc(N2C=C(C#N)S(=O)(=O)c3ccccc32)c(Cl)c1 | -1 | -1
CNc1nccc(N2CCC(CC(=O)NCc3ccc(OC)cc3)CC2)n1 | -3 | -3
Cc1occc1C(=O)NCc1ccccc1 | 5 | -3
Cc1cccc(NC(=O)CCc2cccc3[nH]ccc23)c1 | 7 | 3
CC(C)c1ccc(NC(=O)CSc2ncc(-c3ccc(Cl)cc3)o2)cc1 | . | -2

Sorted by SMILES length (low to high): 15 of the compounds above
SMILES | mHTT CaM bind | Pf apPOL block
CCC(=O)Nc1ccc(OC)cc1OC | 0 | 0
Cc1occc1C(=O)NCc1ccccc1 | 5 | -3
Cn1c(=O)sn(-c2ccccc2)c1=O | . | 16
COc1ccccc1N1CCN(C(=O)c2ccco2)CC1 | -6 | -8
CCC(=O)Nc1ccc(NC(=O)COc2ccccc2)cc1 | -6 | 5
Cc1cccc(NC(=O)CCc2cccc3[nH]ccc23)c1 | 7 | 3
CN1C(=O)c2ccc(NC(=O)c3ccc(Br)o3)cc2C1=O | 2 | -11
CNc1nccc(N2CCC(CC(=O)NCc3ccc(OC)cc3)CC2)n1 | -3 | -3
Cc1ccc(N2C=C(C#N)S(=O)(=O)c3ccccc32)c(Cl)c1 | -1 | -1
CCn1c(C2CCN(C(=O)NCc3cccc(F)c3)C2)nc2cccnc21 (configuration not stated) | 2 | -3
CC(C)c1ccc(NC(=O)CSc2ncc(-c3ccc(Cl)cc3)o2)cc1 | . | -2
CC1CCCCN1Cc1c(O)ccc2c1OC(=Cc1ccc3c(c1)OCO3)C2=O (configuration not stated) | 29 | -10
O=C(Nc1ccc(N2CCCN(Cc3ccc(F)c(F)c3)C2=O)cc1)C1CC1 | 9 | 4
CCCn1c(C2CCN(S(=O)(=O)Cc3ccc(Cl)cc3)C2)nc2cccnc21 (configuration not stated) | 13 | -7
CCc1ccc(C(=O)N2CCc3c(c(-c4nc(-c5ccccc5)no4)nn3C)C2)cc1 | 3 | -3

(next part)
SMILES | mHTT CaM bind | Pf apPOL block
O=C(CSc1nccn1C1CCCCC1)NCc1ccc(F)cc1 | -5 | -4
Cc1cc2n(n1)CCC(=O)N2CCCC(=O)NC1CCN(Cc2ccccc2)CC1 | -2 | -3
O=C(NC1CC1)c1ccc(OCC2CCCN(C(=O)Cc3ccc(Cl)cc3)C2)cc1 (configuration not stated) | 26 | -2
CC(C)NC(=O)c1ccc(OCC2CCCN(C(=O)c3cccc(Cl)c3)C2)cc1 (configuration not stated) | 16 | -3
COc1ccc(N(C)CC(=O)O)c(C(=O)O)c1 | . | -3
CC1(C)CC(N(Cc2ccccc2)C(=O)Cc2ccccc2)CCO1 (configuration not stated) | 1 | 1
CCSC1=NSC2=NC(=O)/C(=C\c3ccc4c(c3)OCO4)C(=N)N12 | -3 | -1
Cc1ccc(N(C(=O)Cn2nnnc2N)C2(C(=O)Nc3c(C)cccc3C)CCCCC2)cc1 | 21 | -1
COc1cc(Br)cc(C=NCCSCc2ccccc2Cl)c1O | . | 8&0
CCn1c(=O)c(NCc2cccc(C(F)(F)F)c2)nc2ccncc21 | -2 | -6
Cc1nc(NC(=O)CN(C)c2nc3c(C)ccc(C)c3s2)sc1C(=O)N(C)C | 44 | -13
O=C(NCCc1ccccc1)C1CCN(c2ccccc2Cl)C1=O (configuration not stated) | 2 | -4
COc1ccc(CNC(=O)C2CCNCC2)cc1 | 5 | -1
CCC(C)NC(=O)CC1CCN(C(=O)c2sc(-c3ccccc3)nc2C)CC1 (configuration not stated) | -3 | 2
COc1ccc2nc(SCC(=O)NCC3CCCO3)[nH]c2c1 (configuration not stated) | 0 | -9

Structural class: those above with a cyano group (2)
SMILES | mHTT CaM bind | Pf apPOL block
N#Cc1cnc2ccc(F)cc2c1N1CCC(C(=O)Nc2ccc(F)cc2)CC1 | -4 | 1
Cc1ccc(N2C=C(C#N)S(=O)(=O)c3ccccc32)c(Cl)c1 | -1 | -1

(continued)
SMILES | mHTT CaM bind | Pf apPOL block
O=C(NCCc1ccccc1)c1ccc(-c2ccccc2Cl)o1 | -20 | -11
Cc1cccc(C(C)C)c1N1C(=O)c2cccnc2C1=O | 7 | -62
Cc1cccc(CN2CCN(C3CCN(C(=O)Nc4cccc(F)c4)CC3)C2=O)c1 | 13 | -2
O=C1c2cccnc2C(=O)N1Cc1ccc(Cl)cc1 | 14 | -5
CCN1CCCC1CNC(=O)C1(O)c2ccccc2NC(=O)N1c1c(F)cccc1F (configuration not stated) | 5 | -3
O=C(O/N=C1\c2ccccc2-c2nc3ccccc3nc21)c1ccco1 | i | -2
Cc1cccc(N2CCN(C(=O)c3sc(Nc4ccc(F)cn4)nc3C)CC2)c1 | 85* | -4
CCc1ccc(N2C(=O)c3ccccc3NC2c2ccc(OC)cc2)cc1 (configuration not stated) | 0 | -1
COc1ccc(N(CC(=O)Nc2ccc(F)cc2)S(C)(=O)=O)cc1Cl | -4 | 1
O=C(NCCc1ccccc1)c1nc2nc(-c3cccs3)cc(C(F)(F)F)n2n1 | 1 | -2
O=C(O)c1cccc(Nc2nc(-c3ccccc3)cs2)c1 | 16 | 1
O=C(NCC1CCN(c2ncccn2)CC1)c1cccc(C(F)(F)F)c1 | -18 | -6
Cc1nc2cc(NC(=O)COc3ccccc3)ccc2s1 | -13 | -12
Cc1ccc(C)c(NC(=O)CSc2nnc(C)c3ccccc23)c1 | -5 | -1
Nc1cc(C2CCN(S(=O)(=O)c3cccs3)CC2)no1 | 4 | -4
Cc1ccc(C(=O)CC(=O)c2cccc(F)c2)c(O)c1 | 43 | 0
CCCNC(=O)N1CCN(c2ccccc2CC)C(=O)C1C (configuration not stated) | -2 | -12
O=C(Nc1cccc(Br)c1)C1CCCC1 | -12 | -2
Cc1ccc(-c2noc(C3CCN(CC(=O)Nc4ccc(C)cc4C)CC3)n2)cc1 | -6 | -4
CC(=O)N1N=C2CC(C)(C)OCC2C1c1ccccc1 (configuration not stated) | -6 | -1
CC(=O)c1ccc(N=Cc2ccc(OCc3ccc(F)cc3)cc2)cc1 | -15 | 8
CCc1ccccc1S(=O)(=O)N1CCc2nc3cc[nH]n3c(=O)c2C1 | -2 | 0
O=[N+]([O-])c1cccc(-c2cc(-c3cccs3)cc(-c3ccccc3)n2)c1 | . | -7
O=C(Oc1ccc(Cl)cc1Cl)C1=Cc2cc(Cl)ccc2OC1 | . | -6
CCOc1ccccc1C(=O)N1CCC(c2ccncc2)CC1 | -2 | -6
COc1cc(/C=C/c2ccc3cccc(O)c3n2)cc(OC)c1O | 74* | -2
COc1ccc(NC(=O)C2CCN(c3nccc(C)n3)CC2)c(OC)c1 | -7 | -2
CCC1CCCCN1C(=O)CSc1nc2c(c(=O)n1-c1ccc(C)cc1)SCC2 (configuration not stated) | 3 | -5
COc1cccc(C(=O)Nc2ccccc2C(=O)NC2CCCCC2)c1 | 3 | -1
